Bioassay records: PubChem, Broad Institute
U2OS ROS induce = inducers of reactive oxygen species in cancer cells | hit rate 2% among 46,000 | U2OS ROS induction, H2DCF-DA fluorescence | ROS induction (% of piperlongumine), % at 10 µM | AID 624156; in the data active means ROS induction above about 79%, passing the limit was not always enough; inconclusive means no clear call, values can overlap the other calls;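 further: 0% = DMSO vehicle median and 100% = reference compound median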
The depositor's hits bear a star; ? = inconclusive.

SMILES | U2OS ROS induce
C[C@H]1CN([C@@H](C)CO)C(=O)Cc2cc(NC(=O)Nc3ccc4c(c3)OCO4)ccc2O[C@@H]1CN(C)Cc1ccc(C(=O)Nc2ccccc2N)cc1 | 4
C[C@@H]1CN([C@@H](C)CO)C(=O)c2cc(NC(=O)Nc3ccccc3)ccc2O[C@H]1CN(C)Cc1ccncc1 | 0
CCS(=O)(=O)N1CCC(C(=O)NCCCN2CCN(c3ccccc3F)CC2)CC1 | -13
Cc1cc(C)n2c(SC(CNS(=O)(=O)c3ccccc3)c3ccccc3)nnc2n1 (stereo unspecified) | 17
O=C(O)c1c(Br)c(Br)c(Br)c(Br)c1-c1c2ccc(=O)cc-2oc2cc(O)ccc12 | -7
COc1ccc(-n2c(SCC(=O)Nc3cc(NC(C)=O)ccc3OC)nc3ccccc3c2=O)cc1 | 4
CNC[C@H]1Oc2ccc(NC(=O)CCC(F)(F)F)cc2C(=O)N([C@H](C)CO)C[C@@H]1C | -4
COc1ccc(NC(=O)N(C)C[C@@H]2OCCCC[C@@H](C)Oc3ccc(NC(=O)c4ccncc4)cc3C(=O)N([C@H](C)CO)C[C@@H]2C)cc1 | 3
C[C@H](CO)N1C[C@H](C)[C@H](CN(C)C(=O)Nc2ccc(F)cc2)Oc2c(NS(=O)(=O)c3ccc(Cl)cc3)cccc2C1=O | 6
COc1ccc(S(=O)(=O)N(C)CC(=O)Nc2ccccc2F)cc1Cl | 0
C[C@@H]1CN([C@H](C)CO)C(=O)c2cccc(NC(=O)c3nc4ccccc4s3)c2O[C@@H]1CN(C)C(=O)NC1CCCCC1 | 12
C[C@@H]1CN([C@H](C)CO)C(=O)Cc2cc(NC(=O)Cc3cn(C)c4ccccc34)ccc2O[C@@H]1CN(C)S(=O)(=O)c1cccs1 | 37
N/C(=N/c1nc2ccccc2o1)NC(=O)/C=C/c1ccccc1 | 55
CC(C)CSc1nnc(CSCc2nc(-c3ccc(Cl)cc3)cs2)n1C | 21
COc1ccc(NC(=O)N(C)C[C@@H]2Oc3ccc(NC(=O)c4ccncc4)cc3CC(=O)N([C@@H](C)CO)C[C@@H]2C)cc1 | 14
COc1ccc(NC(=O)Nc2ccc3c(c2)CC(=O)N([C@H](C)CO)C[C@@H](C)[C@H](CN(C)S(=O)(=O)c2ccccc2)O3)cc1 | -1
COc1ccc(CN(C)C[C@H]2Oc3ccc(NC(=O)Cc4ccccc4)cc3CC(=O)N([C@@H](C)CO)C[C@@H]2C)cc1 | 65
COc1cc([C@H]2OC[C@](O)(Cc3ccc(O[C@@H]4O[C@H](CO)[C@@H](O)[C@H](O)[C@H]4O)c(OC)c3)[C@@H]2CO)ccc1O | 0
CC(C)C(C(=O)Nc1ccc(S(=O)(=O)Nc2ncccn2)cc1)N1C(=O)c2ccccc2C1=O (stereo unspecified) | -12
CC(C)N(C(=O)Cn1c2ccccc2c2nc3ccccc3nc21)c1ccccc1 | 33
Cc1ccc(OCC(=O)Nc2ncccn2)c(C)c1 | -16
CCOC(=O)c1sc2ncn3c(-c4ccc(C)cc4)nnc3c2c1C | 198*
C[C@H]1CN([C@@H](C)CO)C(=O)c2cccc(NC(=O)c3ccc(-c4nccs4)cc3)c2O[C@H]1CN(C)C(=O)Nc1ccc(F)cc1 | 2
Cc1ccc(S(=O)(=O)Nc2ccc3c(c2)CC(=O)N([C@H](C)CO)C[C@H](C)[C@H](CN(C)Cc2ccccc2)O3)cc1 | -1
O=c1n(-c2ccc(F)cc2)nc2n1CCCN2 | -3
C[C@@H]1CCCCO[C@@H](CN(C)C(=O)CCCN(C)C)[C@@H](C)CN([C@H](C)CO)C(=O)c2cc(NC(=O)NC3CCCCC3)ccc2O1 | 24
C[C@H](CO)N1C[C@H](C)[C@H](CN(C)C(=O)Nc2ccc(-c3cccs3)cc2)OCc2cnnn2CCCC1=O | 22
C[C@@H]1CN([C@H](C)CO)C(=O)Cc2cc(NC(=O)Nc3cccc4ccccc34)ccc2O[C@H]1CN(C)C(=O)Nc1ccc(F)cc1 | 3
COc1ccc(CN(C)C[C@H]2Oc3c(NC(=O)NC4CCCCC4)cccc3C(=O)N([C@@H](C)CO)C[C@H]2C)cc1 | 1
CSc1ccc(S(=O)(=O)Nc2c(C)cc(OCC(=O)N3CCOCC3)cc2C)cc1 | -7
COc1ccc([N+](=O)[O-])cc1NC(=O)CN(C)S(=O)(=O)c1ccc(Cl)cc1 | ?
COc1cccc(NC(=O)CCN2C(=O)c3ccccc3S2(=O)=O)c1 | -10
Cc1cc(NC(=O)c2ccc(N)cc2)c(N)cc1N | 0
C[C@@H]1CN([C@H](C)CO)C(=O)c2cc(NS(=O)(=O)c3ccccc3)ccc2O[C@H]1CN(C)Cc1ccc(Oc2ccccc2)cc1 | 34
COCCOC(=O)N1C(=O)[C@@]2(c3cc(C#CC4(O)CCCCCC4)ccc31)[C@H](C(N)=O)[C@H]1C(=O)O[C@H](c3ccccc3)[C@H](c3ccccc3)N1[C@@H]2c1ccccc1OCCO | 31
C[C@@H]1CN([C@H](C)CO)C(=O)c2cc(NC(=O)Cn3cnnn3)ccc2O[C@@H]1CN(C)C(=O)Nc1ccc(F)cc1 | -1
COc1ccc(NC(=O)N(C)C[C@H]2Oc3c(NC(=O)c4cnccn4)cccc3C(=O)N([C@H](C)CO)C[C@@H]2C)cc1 | 8
C[C@@H]1CN([C@@H](C)CO)C(=O)c2cc(NC(=O)Nc3ccc4c(c3)OCO4)ccc2O[C@H]1CN(C)Cc1ccc2c(c1)OCO2 | -1
O=c1c2c(nc3cc(-c4ccco4)[nH]n13)CSC2 | 12
C[C@@H]1CN([C@@H](C)CO)C(=O)c2cc(NC(=O)Nc3ccccc3)ccc2O[C@@H]1CN(C)S(=O)(=O)c1ccc(Cl)cc1 | 18
C[C@H]1CN([C@@H](C)CO)C(=O)c2cc(NS(=O)(=O)c3cn(C)cn3)ccc2O[C@H]1CN(C)C(=O)Nc1ccc(F)cc1 | -15
COc1ccc(NC(=O)Nc2ccc3c(c2)CC(=O)N([C@H](C)CO)C[C@@H](C)[C@H](CN(C)S(=O)(=O)c2ccc(Cl)cc2)O3)cc1 | -1
NC(=O)c1ccc(NC(=O)c2cccc3c2OCCCO3)cc1 | -1
NS(=O)(=O)c1ccc(NC(=O)CN2CCN(C(=O)c3ccccc3)CC2)cc1 | -11
Cc1ccc(-n2c(SCC(=O)NC3CCCCC3)nnc2-c2ccccc2)cc1 | 7
Cc1ccc(NC(=O)C2CC(=O)n3cnnc3N2)cc1 (stereo unspecified) | -9
Cc1cc(I)ccc1NC(=O)c1ccc(C(C)(C)C)cc1 | 7
COC(=O)C1=C(C)NC(=O)C1(Nc1ccc(Cl)cn1)C(F)(F)F (stereo unspecified) | -9
Cc1noc(C)c1NC(=O)Nc1ccc2c(c1)C(=O)N([C@H](C)CO)C[C@@H](C)[C@@H](CN(C)Cc1ccc(C(=O)Nc3ccccc3N)cc1)O2 | -2
C[C@@H]1CN([C@@H](C)CO)C(=O)CCCn2nncc2CO[C@@H]1CN(C)Cc1ccc2c(c1)OCO2 | 9

(cont.)
SMILES | U2OS ROS induce
CCOc1ccc(Nc2nc(N3CCCCC3)nc(N3CCCCC3)n2)cc1 | -4
C[C@H]1CN([C@@H](C)CO)C(=O)Cc2cc(NC(=O)c3ccncc3)ccc2O[C@@H]1CN(C)Cc1ccncc1 | -10
O=C(Oc1ccc(-c2ccccc2)cc1)C(Cc1ccccc1)N1C(=O)C2C3CCC(C3)C2C1=O (stereo unspecified) | 9
CCc1cc2c(=O)n(-c3ccccc3)c(SCC(=O)c3ccccc3)nc2s1 | -3
C[C@@H]1CN([C@H](C)CO)C(=O)c2cccc(NC(=O)NC3CCCCC3)c2O[C@H]1CN(C)C(=O)NC1CCCCC1 | -5
COc1cccc(NC(=O)N(C)C[C@@H]2OCc3cn(nn3)CCCC(=O)N([C@H](C)CO)C[C@@H]2C)c1 | 2
COc1ccc(NC(=O)N(C)C[C@H]2Oc3c(NS(C)(=O)=O)cccc3C(=O)N([C@H](C)CO)C[C@H]2C)cc1 | -3
Cc1noc(C)c1S(=O)(=O)Nc1ccc2c(c1)CC(=O)N([C@@H](C)CO)C[C@H](C)[C@@H](CN(C)C(=O)Nc1ccc(F)cc1)O2 | 17
COc1ccc(S(=O)(=O)N(C)C[C@H]2OCCCC[C@@H](C)Oc3ccc(NS(=O)(=O)c4c(C)noc4C)cc3C(=O)N([C@H](C)CO)C[C@@H]2C)cc1 | 12
CC(C)OC(=O)COc1cc2oc(=O)c3c(c2cc1Cl)CCC3 | 55
COc1ccc2cc(C(C)C(=O)OCC(=O)N3CCCc4ccccc43)ccc2c1 (stereo unspecified) | 12
C[n+]1c(-c2ccccc2)csc1NC1CCCCC1 | 0
CC(SC1=NN2CCCC(=O)N=C2S1)c1ccccc1 (stereo unspecified) | 4
CSC1=N/C(=C\c2ccccc2C)C(=O)S1 | -8
CCC(C)NC(=O)c1nn(C)c2c1COc1ccccc1-2 (stereo unspecified) | 4
Cc1cc(Cl)c(S(N)(=O)=O)cc1OCC(N)=O | -4
O=c1c2ccccc2nc2n1N=C(c1ccc(Br)cc1)CS2 | 24
CNC[C@@H]1Oc2c(NS(=O)(=O)c3c(C)noc3C)cccc2C(=O)N([C@H](C)CO)C[C@@H]1C | -7
COc1ccc(NC(=O)N(C)C[C@H]2Oc3ccc(N(C)C)cc3CC(=O)N([C@@H](C)CO)C[C@@H]2C)cc1 | 0
Cc1ccc(C(C)C)c(OCC(=O)Nc2ccc(C)cc2[N+](=O)[O-])c1 | 13
CC(=O)/C=C/C1(O)C(C)CCC2C(C)(C)CCCC21C (stereo unspecified) | -6
COC(=O)COc1cccc2c1ccc1c3c(c(=O)oc12)CCCC3 | 35
C[C@@H]1CCCCO[C@@H](CN(C)C(=O)c2ccccc2)[C@@H](C)CN([C@H](C)CO)C(=O)c2cc(NC(=O)Nc3cccc4ccccc34)ccc2O1 | -22
C[C@H](CO)N1C[C@H](C)[C@@H](CN(C)S(C)(=O)=O)Oc2ccc(NC(=O)CCCN(C)C)cc2C1=O | -16
Cc1ccsc1/C=N/NC(=O)c1cccc(C(=O)NO)c1 | 3
CCOc1cccc(/C=N/NC(=O)CCCCCCC(=O)Nc2ccccc2O)c1OCC | 0
CC(=O)/C(=C\c1ccccc1)CC(=O)O | 6
C[C@@H]1CN([C@H](C)CO)C(=O)CCCn2cc(nn2)CO[C@H]1CN(C)S(=O)(=O)c1ccc(Oc2ccccc2)nc1 | -4
O=C1CSc2nnc(-c3ccccc3)n21 | -11
C[C@@H]1CN([C@@H](C)CO)C(=O)Cc2cc(NC(=O)c3ccncc3)ccc2O[C@@H]1CN(C)C(=O)NC1CCCCC1 | -13

A stretch taken from the entries so far:
SMILES | U2OS ROS induce
C[C@H](CO)N1C[C@H](C)[C@@H](CN(C)S(C)(=O)=O)Oc2ccc(NC(=O)CCCN(C)C)cc2C1=O | -16
Cc1ccsc1/C=N/NC(=O)c1cccc(C(=O)NO)c1 | 3

(more compounds)
SMILES | U2OS ROS induce
Cc1noc(C)c1S(=O)(=O)Nc1ccc2c(c1)CC(=O)N([C@@H](C)CO)C[C@H](C)[C@H](CN(C)S(=O)(=O)c1ccc(F)cc1)O2 | -1
Cc1noc(C)c1NC(=O)Nc1ccc2c(c1)CC(=O)N([C@H](C)CO)C[C@H](C)[C@H](CN(C)C(=O)NC1CCCCC1)O2 | -2
Cc1c(Cl)cccc1NC(=O)CN(c1ccccc1Br)S(C)(=O)=O | 1
Cc1nonc1OCCNc1ccc(C(F)(F)F)cc1[N+](=O)[O-] | 11
COc1ccc(NC(=O)CSc2nnc(-c3ccccc3)c(-c3ccccc3)n2)cc1 | 7
Cn1c(CCN(Cc2ccco2)S(=O)(=O)c2ccc(Cl)cc2)n[nH]c1=S | 21
CCn1c(SCC(=O)Nc2cccc(C)c2C)nnc1-c1ccc(Cl)c(Cl)c1 | 16
C[C@H](CO)N1C[C@H](C)[C@H](CN(C)Cc2ccncc2)Oc2ncc(C#CC(C)(C)O)cc2C1=O | 15
COc1ccc(S(=O)(=O)Nc2ccc3c(c2)CC(=O)N([C@@H](C)CO)C[C@H](C)[C@@H](CN(C)Cc2ccc(C(=O)Nc4ccccc4N)cc2)O3)cc1 | 2
C[C@H]1CN([C@@H](C)CO)C(=O)c2cccc(NS(=O)(=O)c3ccc(Cl)cc3)c2O[C@H]1CN(C)Cc1ccccc1 | ?
COc1ccc(S(=O)(=O)N(C)C[C@H]2Oc3ccc(NC(=O)CCC(F)(F)F)cc3CC(=O)N([C@@H](C)CO)C[C@@H]2C)cc1 | -9
C[C@H](CO)N1C[C@H](C)[C@@H](CN(C)C(=O)NC2CCCCC2)Oc2ccc(NS(=O)(=O)c3cccs3)cc2C1=O | 2
COc1ccc(S(=O)(=O)N(C)C[C@@H]2Oc3ncc(-c4cc5ccccc5o4)cc3C(=O)N([C@H](C)CO)C[C@@H]2C)cc1 | 45
COc1ccc(CN(C)C[C@@H]2Oc3c(NS(=O)(=O)c4ccccc4)cccc3C(=O)N([C@H](C)CO)C[C@H]2C)cc1 | -4

Structural class: the compounds so far with two or more sulfur atoms.
SMILES | U2OS ROS induce
Cc1cc(C)n2c(SC(CNS(=O)(=O)c3ccccc3)c3ccccc3)nnc2n1 (stereo unspecified) | 17
C[C@@H]1CN([C@H](C)CO)C(=O)Cc2cc(NC(=O)Cc3cn(C)c4ccccc34)ccc2O[C@@H]1CN(C)S(=O)(=O)c1cccs1 | 37
CC(C)CSc1nnc(CSCc2nc(-c3ccc(Cl)cc3)cs2)n1C | 21
CSc1ccc(S(=O)(=O)Nc2c(C)cc(OCC(=O)N3CCOCC3)cc2C)cc1 | -7
CCc1cc2c(=O)n(-c3ccccc3)c(SCC(=O)c3ccccc3)nc2s1 | -3
COc1ccc(S(=O)(=O)N(C)C[C@H]2OCCCC[C@@H](C)Oc3ccc(NS(=O)(=O)c4c(C)noc4C)cc3C(=O)N([C@H](C)CO)C[C@@H]2C)cc1 | 12
CC(SC1=NN2CCCC(=O)N=C2S1)c1ccccc1 (stereo unspecified) | 4
CSC1=N/C(=C\c2ccccc2C)C(=O)S1 | -8
Cc1noc(C)c1S(=O)(=O)Nc1ccc2c(c1)CC(=O)N([C@@H](C)CO)C[C@H](C)[C@H](CN(C)S(=O)(=O)c1ccc(F)cc1)O2 | -1
Cn1c(CCN(Cc2ccco2)S(=O)(=O)c2ccc(Cl)cc2)n[nH]c1=S | 21
C[C@H](CO)N1C[C@H](C)[C@@H](CN(C)C(=O)NC2CCCCC2)Oc2ccc(NS(=O)(=O)c3cccs3)cc2C1=O | 2

These rows are one share of the data; the hit share may differ from the screen's.
